From PubChem BioAssay
Pf growth 48h = inhibits P. falciparum growth in the first generation, 48 h | Potency, µM (titrated, usually from 28.7 µM), without a hit: at the top dose activity change, negative = inhibition, most hits filed as inhibitors | P. falciparum luciferase growth in erythrocytes, 48 h | AID 504832 | actives 5.9% (n = 310,000); note: potency is the fitted concentration of half-maximal effect; % is set by controls: 0 for no effect and ±100 for the full control effect
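In quantitative HTS format, infected erythrocytes bearing luciferase-reporter parasites were treated for a single generation at 37 C. Luminescence after adding detection reagent served as the growth measure.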
Pf growth 96h = P. falciparum growth inhibition at 96 hours. P. falciparum luciferase reporter growth, 96 h. Potency, µM (series often up to 28.7 µM), inactives show top-dose activity change, negative = inhibition, hits mostly inhibitors. actives 6.9% (n = 320,000). AID 504834; note: potency is the fitted concentration of half-maximal effect; % is set by controls: 0 for no effect and ±100 for the full control effect
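Delayed-death screen, second-generation endpoint: infected erythrocytes, 2% hematocrit, 0.05% parasitemia final; 96 hours at 37 C, 5% CO2; luciferase detection reagent; luminescence decrease equals reduced growth.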
CHX counter = counter-screen for Shiga toxin inhibitors: cycloheximide protein synthesis inhibition; cell reporter, cycloheximide protein synthesis inhibition counterscreen; max response, %; AID 2314; actives 12% (n = 300,000); in the data active = max response mostly above about 13%, no sharp cut-off; inactive = mostly below about 14%; note: read at 38.3 µM for the half of the compounds with a filed dose; 0% is about no effect
Shiga inhibitor = blocks Shiga toxin action in Vero cells | Vero cells, Shiga toxin protein synthesis inhibition reporter | inhibition, % at 38.7 µM | actives 9.2% (n = 290,000) | AID 2315; in the data active = inhibition mostly above about 28%, no sharp cut-off; inactive = mostly below about 43%; note: 0% is about no effect
Giardia FBPA inh = blocks Giardia fructose-bisphosphate aldolase activity. purified Giardia FBPA. Potency, µM (doses to about 59.6 µM), for inactives: at the highest dose activity, negative = inhibition, hits mostly inhibitors. actives 0.71% (n = 290,000); note: potency is the fitted concentration of half-maximal effect; % is set by controls: 0 for no effect and ±100 for the full control effect; nearly all actives have a fitted effect of over 55% in size
Target sequence (A8B2U2 whole entry, looked up): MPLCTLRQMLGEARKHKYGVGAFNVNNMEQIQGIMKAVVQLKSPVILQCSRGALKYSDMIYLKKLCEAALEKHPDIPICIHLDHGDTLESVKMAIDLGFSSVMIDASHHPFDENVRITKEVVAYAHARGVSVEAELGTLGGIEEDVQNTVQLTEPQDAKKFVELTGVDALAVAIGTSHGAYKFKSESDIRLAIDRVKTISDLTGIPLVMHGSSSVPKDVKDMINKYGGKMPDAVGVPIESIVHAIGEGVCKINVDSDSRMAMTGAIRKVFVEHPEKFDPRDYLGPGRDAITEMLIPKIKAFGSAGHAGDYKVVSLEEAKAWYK
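40 nM FBPA preincubated 10 min at RT with compound (up to 57.5 uM final), then substrate plus GAPDH/TPI/NAD/arsenate coupling and diaphorase/resazurin added. Fluorescence read after 20 min at RT, 525/598 nm.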
HCV inhibitor = HCV inhibition; Huh7.5.1 HCVcc-Cre infection, luciferase reporter, 44 h; Potency, µM (doses to about 41.8 µM), inactives show top-dose activity change, negative = inhibition, hits mostly inhibitors; actives 3.4% (n = 340,000); AID 651820; note: potency is the fitted concentration of half-maximal effect; % is set by controls: 0 for no effect and ±100 for the full control effect
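Cells (1,000/well) were plated 4 h before compound, then infected with HCVcc-Cre virus (~0.5 moi). After 44 h further culture, infection was read as luciferase luminescence following a 15 min substrate incubation at room temperature.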
* marks the source's active call; other numbers are inactive results; ? = inconclusive; . = no result given; & = joins results of further samples; [ ] = another dose, or the depositor's remark. Unless noted, calls come from the whole dose curve; as a rule, active = well fitted curve in the direction sought with a large enough effect; inconclusive = small, poorly fitted or top-dose-only effect, or another doubt; inactive = no such curve, though single readings can be large; an effect the other way counts as inactive or inconclusive.

#	Molecule	Pf growth 48h	Pf growth 96h	CHX counter	Shiga inhibitor	Giardia FBPA inh	HCV inhibitor
1	Cn1nc(C(=O)NCCc2ccc(S(N)(=O)=O)cc2)c2c1-c1ccccc1S(=O)(=O)C2	?	34%[activator]	11	-7	-4%	-16%
2	COc1ccc2ccccc2c1CNC(C)c1ccccc1 (stereo not drawn)	-53%	?	-2	.	?	5.6µM*
3	Cc1ccc(NCC(=O)N/N=C/c2cccn2C)cc1	?	-26%	7	10	-4%	5%
4	Cc1cc(C(=O)CCC(=O)Nc2ncccc2C)c(C)s1	-20%	?	.	.	.	-1%
5	Cc1cc(/C=N/NC(=O)COc2cccc3cccnc23)c(C)n1-c1ccc(O)cc1	20%	-42%	9	16	0%	-19%
6	Cc1ccccc1NC(=O)c1cccc(C(F)(F)F)c1	-2%	45%[activator]	-2	-6	-6%	4%
7	O=C1CC(N2C(=O)/C(=C/C=C/c3ccccc3)SC2=S)C(=O)N1c1ccccc1 (stereo not drawn)	-8%	-7%	-6	18	-3%	8%
8	CCNC(=O)Nc1cc2nc(C)n(Cc3ccc(Br)cc3)c2nc1C	-13%	.	-4	-4	11%	-3%
9	CN(CC(=O)Nc1c(Cl)cccc1Cl)C(=O)Cn1[nH]c(=O)c2ccccc2c1=O	?	?	.	.	.	20%
10	COc1ccc2c(=O)c(-c3cnn(-c4ccccc4)c3)c(C)oc2c1	-4%	19%	15	61	-2%	?
11	Cc1cccc(OC2CCN(Cc3c(C(=O)N4CCCC4)nc4ccccn34)CC2)c1	-14%	?	-6	-3	0%	-1%
12	O=C(COc1ccc(Br)cc1)N1CCN(c2ccc([N+](=O)[O-])c(N3CCCCC3)c2)CC1	-20%	?	-2	-2	-10%	?
13	O=c1[nH]cccc1-c1nc2cc(Cl)ccc2n1Cc1ccccc1	-6%	4%	-2	31	-4%	8%
14	Cc1c(C)c2c(OCC(=O)NCc3ccco3)cc3c(c2oc1=O)CCC(C)(C)O3	27%	-21%	1	-2	-2%	0%
15	O=S1(=O)c2ccccc2N=NN1Cc1cc(Cl)cc(Cl)c1	-5%	-3%	1	17	-13%	.
16	N#Cc1cn(CCCOc2ccccc2)c2ccccc12	-12%	12%	17*	25	1%	?
17	CCc1ccc(NC(=S)NC(=O)c2c(-c3ccccc3Cl)noc2C)cc1	12µM*	7.4µM*	4	7	-4%	-23%
18	CC1CCN(C(=O)CCc2ccc(Oc3cc([N+](=O)[O-])cc([N+](=O)[O-])c3)cc2)CC1	-9%	?	-1	-13	-4%	-16%
19	CC(C)c1ccc(OCc2ccc(C(=O)N3CCN(c4ccccn4)CC3)cc2)cc1	?	-25%	30*	170	4%	5µM*
20	Cc1onc(-c2c(Cl)cccc2Cl)c1C(=O)N1CCN(c2ccc(F)cc2)CC1	?	24%	-3	-8	1%	?
21	CCN(CC)CCCNC(=O)c1cc(-c2ccc(Cl)cc2)on1	?	1%	1	6	-3%	8.9µM*
22	O=C(c1ccc(Cl)cc1)N1CCN(C(=O)C2CCCCC2)CC1	8%	5.9µM*	3	-7	.	10%
23	OC(CNCc1ccccc1)(c1ccc(F)cc1)c1ccc(F)cc1	4.7µM*	2.1µM*	-4	4	0%	-3%
24	O=C(O)CP(=O)(c1ccccc1)c1ccccc1	16%	.	-5	-2	4%	4%
25	Cc1ccc(C(C)C)c(OCC(=O)Nn2c(=O)[nH]c3ccccc3c2=O)c1	-3%	22%	-2	-4	8%	-21%
26	O=C(O)c1c[nH]ccc1=O	26%	61%[activator]	-2	-1	-22%	-5%
27	Cn1c(SCC(=O)Nc2nccs2)nnc1-c1ccncc1	15%	15%	-1	-2	1%	6%
28	COCCn1c(Cc2ccccc2)nnc1SCC(=O)Nc1cc(C)on1	?	5%[5.75 µM]	-2	-3	-1%	10%
29	Cc1cc(C(=O)COC(=O)c2ccc(CO)cc2)c(C)n1CC1COc2ccccc2O1 (stereo not drawn)	?	?	5	-9	0%	-8%
30	Cc1ccc(-c2cc(C(=O)N3CCCc4ccccc43)c3ccccc3n2)cc1	8.3µM*	.	-2	-13	-10%	7%
31	Cn1c(=O)n(C)c2cc(S(=O)(=O)NCc3ccco3)ccc21	8%	21%	1	-18	-1%	5%
32	COc1ccc2nc(NC(=O)CSc3nc(C)cc(C)n3)sc2c1	.	-14%	-4	-14	-3%	-25%
33	Cn1c(SCC(=O)N/N=C/c2cccs2)nc2ccccc21	10%	14%	12	3	-17%	7%
34	CCC(=O)OCC(=O)c1cc(C)n(-c2ccc(Br)cc2)c1C	-15%	-11%	-1	8	-18%	12%
35	COc1cc(/C=N/NC(=O)c2ccccc2)ccc1OS(=O)(=O)c1ccccc1	10µM*	?	10	31*	-6%	?
36	COc1ccc(NC(=O)CSc2nnc3ccc(-c4ccncc4)nn23)cc1	0%	-9%	.	.	.	-3%
37	CCOC(=O)c1sc2ncn(/N=C/N(C)C)c(=O)c2c1C	51%[activator]	.	2	-4	4%	?
38	COc1ccc(CCN2C(=O)CC(NCCc3ccc(S(N)(=O)=O)cc3)C2=O)cc1OC (stereo not drawn)	.	37%[activator]	-3	-8	4%	-2%
39	COc1ccc(C2(C)NC(=O)N(CC(=O)NC(C)c3ccc(CC(C)C)cc3)C2=O)cc1 (stereo not drawn)	.	-20%	-1	-6	6%	?
40	CCOC(=O)[C@@H]1[C@H]2COc3ccc(Br)cc3[C@H]2N2C(=O)N(c3cccc(F)c3)C(=O)[C@]12C	?	13µM*	-3	-3	-6%	-2%
41	CC(=O)C1=C(O)C(=O)N(Cc2cccnc2)C1c1ccc(Cl)cc1 (stereo not drawn)	-14%	?	-4	-9	11%	12%
42	CCC(CC)C(=O)NCc1ccccc1OC	-5%	-15%	-4	-16	4%	10%
43	COc1ccc(C(=O)/C(=C/c2cccs2)c2nc3ccccc3o2)cc1	.	?	43*	93*	3%	-26%
44	CCCc1nnc(NC(=O)Cn2c(=O)oc3cc(Br)ccc32)s1	.	-27%	-4	-3	2%	-7%
45	O=C1N/C(=C\c2ccc(O)cc2)C(=O)c2ccccc21	?	37%[activator]	34*	42	?	11µM*
46	CCCC(=O)Nc1c(C(=O)OCC)oc2ccccc12	8%	25%	9	7	4%	?
47	C/C(CCc1ccc2c(c1)OCO2)=N\N=C(/N)SC1CC(=O)N(c2ccc(Cl)cc2)C1=O (stereo not drawn)	36%[activator]	?	-2	-14	-22%	-3%
48	COc1ccccc1/C=N/NC(=O)CN(C1=NS(=O)(=O)c2ccccc21)c1ccccc1	1%	0.15µM*	-4	23	5%	6%
49	CCCN(CC(=O)Nc1ccccc1C)C(=O)COc1c(Cl)cccc1Cl	-7%	?	.	.	.	-9%
50	CN1c2ccsc2C(O)=C(C(=O)Nc2ccccc2)S1(=O)=O	-18%	4%	11	-1	18%	4%
51	O=C(Nc1ccc(Br)cc1)N1CCCCC1	47%[activator]	15%	42*	140*	-4%	-8%
52	CCCS(=O)(=O)NCCc1cc2ccc(OC)cc2[nH]c1=O	24%	-6%	13	21	-3%	-14%
53	COc1ccc(C(C(=O)NC2CCCC2)N(CCCO)C(=O)c2snc(C(N)=O)c2N)cc1 (stereo not drawn)	-14%	5%	-3	-5	0%	3%
54	CCOc1ccccc1NC(=O)COC(=O)c1ccc(S(=O)(=O)N2CCCC2)cc1	28%	?	.	.	.	16%
55	CC(=O)c1ccc(N=C2C(=O)Nc3ccccc32)cc1	2%	0%	2	6	-10%	-8%
56	CN(C)S(=O)(=O)c1ccc(C(=O)Nc2ccc(Cl)cc2)cc1	.	?	8	19	-7%	?
57	COC(=O)CSc1[nH]c2ccccc2c1[N+](=O)[O-]	-3%	34%	-3	-4	5%	27%
58	CN(C)S(=O)(=O)N(CC(=O)N1CCN(c2ccccc2)CC1)c1ccccc1	5%	-6%	-1	18	4%	?
59	O=C(c1ccc2c(=O)n(Cc3ccc4c(c3)OCO4)c(=S)[nH]c2c1)N1CCCCC1	0%	?	-6	24	-9%	9%
60	CC(NC(=O)COC(=O)c1ccc2c(=O)n3c(nc2c1)CCCCC3)c1ccccc1 (stereo not drawn)	?	-21%	.	.	.	14%

Compounds above that have a thiophene ring, fused or not, in the order listed:
#	Molecule	Pf growth 48h	Pf growth 96h	CHX counter	Shiga inhibitor	Giardia FBPA inh	HCV inhibitor
4	Cc1cc(C(=O)CCC(=O)Nc2ncccc2C)c(C)s1	-20%	?	.	.	.	-1%
33	Cn1c(SCC(=O)N/N=C/c2cccs2)nc2ccccc21	10%	14%	12	3	-17%	7%
37	CCOC(=O)c1sc2ncn(/N=C/N(C)C)c(=O)c2c1C	51%[activator]	.	2	-4	4%	?
43	COc1ccc(C(=O)/C(=C/c2cccs2)c2nc3ccccc3o2)cc1	.	?	43*	93*	3%	-26%
50	CN1c2ccsc2C(O)=C(C(=O)Nc2ccccc2)S1(=O)=O	-18%	4%	11	-1	18%	4%

(next part)
#	Molecule	Pf growth 48h	Pf growth 96h	CHX counter	Shiga inhibitor	Giardia FBPA inh	HCV inhibitor
61	COc1cc(C(=O)Nc2ccc3nc(N4CCN(C)CC4)cc(C)c3c2)cc(OC)c1OC	0.33µM*	-1%	9	26	9%	?
62	Cc1ccc(-n2nc(C)c(C(C)(O)C(F)(F)F)c2N)cc1 (stereo not drawn)	45%[activator]	59%[activator]	11	18	2%	33%[activator]
63	COc1cccc(C(=O)COc2ccc3ccc(=O)oc3c2)c1	16%	4%	7	-3	2%	0%
64	COC(=O)c1csc(S(=O)(=O)N2CCOCC2)c1OC	-12%	-13%	1	4	.	8%
65	Cc1nc(NC(=O)c2ccccc2)sc1-c1csc(Nc2ccc(C(=O)O)cc2)n1	57%[activator]	2.9µM*	10*	2	-19%	?
66	CN1CCN(C(=O)c2ccc(Cl)cc2)CC1	-3%	2.6µM*	-3	.	1%	15%
67	O=C(CN1C(=O)CS/C1=C\c1nc(-c2ccc(Cl)cc2)cs1)Nc1cccnc1Cl	6%	17%	0	13	-4%	?
68	CC(C)[C@]1(c2ccc(Cl)cc2)ON(c2ccccc2C(F)(F)F)C1=O	1.9µM*	1.7µM*	.	.	.	-18%
69	CCOc1ccc(N(CC(=O)NN=C2CCCC2)S(C)(=O)=O)cc1	-6%	?	-7	-18	-1%	-1%
70	Cc1ccccc1OCC(=O)Nc1cccc(C(=O)O)c1	299%[activator]	-20%	26*	22	23%	1%
71	COc1ccc(-c2c(C)nn3c(N4CCN(Cc5ccccc5)CC4)cc(C)nc23)cc1OC	.	20%	4	34	5%	?
72	CCOC(=O)C1CCN(Cc2ccc(Cl)c(Cl)c2)CC1	.	-1%	-3	27	-17%	16%
73	COc1ccc(C(=O)OC2CCCCC2CN(C)C)cc1 (stereo not drawn)	19%	14%	-6	13	-19%	-8%
74	O=C(COC(=O)c1ccc(N2CCCC2=O)cc1)Nc1ccccc1	-6%	6%	.	.	.	5%
75	Cc1ccccc1C(=O)Nc1cccc(NC(=S)NC(=O)c2cccs2)c1	?	2%	-1	15	-16%	?
76	Cc1ccc(S(=O)(=O)N2CCOCC2)cc1C(=O)NCc1ccco1	?	4%	-7	-2	0%	8%
77	C=CCN1C(=O)NC(=O)C(CCc2ccncc2)(CCc2ccncc2)C1=O	-22%	-16%	-2	-17	-2%	12%
78	CC(=O)Cc1nsc(NC(=O)c2ccc(-c3cc(C(F)(F)F)ccc3Cl)o2)n1	-2%	-28%	0	-18	-3%	-10%&-29%
79	CCCCc1cc(=O)oc2cc(OCc3nn[nH]n3)ccc12	?	0%	-3	-11	17%	1%
80	CC(=O)c1ccc(S(=O)(=O)Nc2ccc(N3CCOCC3)cc2)cc1	-2%	29%	-5	-2	-7%	9%
81	O=C(NC1CCS(=O)(=O)C1)c1cccc(Br)c1 (stereo not drawn)	8%	0%	.	.	.	13%
